Screens as filed in PubChem BioAssay.
ALOX12 inh: Primary qHTS assay for inhibitors of human arachidonate 12S-lipoxygenase (ALOX12): Round 2; AID 1671190, 2021; Potency, µM (top dose mostly 108 µM), inactives show at the top dose activity change, negative = inhibition, most hits filed as inhibitors; actives 1.1% (n = 580,000); purified 12hLO, xylenol orange hydroperoxide absorbance; further: potency means the concentration at half of the fitted maximal effect
Target sequence (P18054 whole entry, looked up): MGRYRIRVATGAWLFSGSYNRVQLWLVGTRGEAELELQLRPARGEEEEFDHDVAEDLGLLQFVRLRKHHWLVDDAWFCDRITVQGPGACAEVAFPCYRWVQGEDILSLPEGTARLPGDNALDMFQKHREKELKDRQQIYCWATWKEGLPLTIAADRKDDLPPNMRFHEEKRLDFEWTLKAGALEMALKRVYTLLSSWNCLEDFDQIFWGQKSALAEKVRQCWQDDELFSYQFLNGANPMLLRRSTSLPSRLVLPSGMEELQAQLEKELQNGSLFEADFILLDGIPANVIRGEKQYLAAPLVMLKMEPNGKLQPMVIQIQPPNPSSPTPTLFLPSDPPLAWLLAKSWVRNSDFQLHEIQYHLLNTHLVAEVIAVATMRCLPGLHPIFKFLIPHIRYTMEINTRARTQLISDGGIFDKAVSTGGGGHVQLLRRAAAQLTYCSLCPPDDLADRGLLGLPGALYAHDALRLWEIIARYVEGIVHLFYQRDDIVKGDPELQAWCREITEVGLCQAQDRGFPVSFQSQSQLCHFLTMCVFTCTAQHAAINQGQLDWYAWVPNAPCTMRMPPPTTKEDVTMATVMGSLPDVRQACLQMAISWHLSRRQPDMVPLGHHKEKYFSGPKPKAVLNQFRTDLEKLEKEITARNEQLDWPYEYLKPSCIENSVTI
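Purified human 12hLO at 150 nM in 25 mM Hepes, 0.01% Triton X-100, pH 7.0, preincubated 15 min at room temperature with compound. Reaction started with 40 uM arachidonic acid, 30 min at room temperature. Hydroperoxide measured by Fe-xylenol orange, 573/405 nm absorbance ratio.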
GLS inhibitor: qHTS for Inhibitors of Glutaminase (GLS). Glutaminase kidney isoform, mitochondrial (Homo sapiens), O94925. GLS enzymatic activity, qHTS titration. Potency, µM (titrated, usually from 45.5 µM), inactives show at the highest dose activity change, negative = inhibition, hits mostly inhibitors. actives 0.21% (n = 410,000); further: potency means the concentration at half of the fitted maximal effect
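hKGA in 45 mM KH2PO4 pH 8.2, 0.02% Tween-20 with pin-transferred compounds; 1 mM L-glutamine (stock) plus glutamate oxidase/HRP/Amplex Red coupling added. Fluorescence read initially and after 30 min at RT.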
PI4K2A inh: qHTS for small molecular inhibitors of PI4K2A; Phosphatidylinositol 4-kinase type 2-alpha (Homo sapiens), Q9BTU6; purified PI4K2A, ADP-Glo luminescence, 1 h; active compounds read low; activity change, negative = inhibition, % at 76.9 µM; actives 0.13% (n = 420,000); in the data active means activity change below about -50%; inconclusive means mostly about -30% to -49%;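 further: -100% = wells without enzyme as full effect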
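In this quantitative HTS, ADP production by PI4K2A was quantified luminescently after 1 h at ambient temperature; 100 microM adenosine served as plate-quality control.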
The depositor's hits bear a star; [ ] = remark or other dose. Unless noted, the call rests on the fitted dose curve; in most records, active means well fitted inhibition curve with a large enough effect; inconclusive means small, poorly fitted or top-dose-only effect, or another doubt; inactive means no such curve, though single readings can be large or run the other way. Unless noted, on the % scale 0 is the no-effect control and ±100 the full control effect.

Screening C[C@@H]1CN([C@@H](C)CO)C(=O)CCCn2nncc2CO[C@H]1CN(C)C(=O)Nc1ccnc(N2CCOCC2)c1 returned ALOX12 inh -27.1%, GLS inhibitor -0.1% and PI4K2A inh 4.8.
Screening O=C(OCc1cn([C@H]2CN(Cc3cccs3)[C@@H](c3ccc(Cl)cc3)C[C@@H]2O)nn1)c1ccccc1 returned ALOX12 inh -4.7%, GLS inhibitor -0.1% and PI4K2A inh 1.9.
For Cc1ccccc1S(=O)(=O)NC(=O)C1(C)CCN1C(=O)Cc1ccc(C(C)(C)C)cc1 (centres undefined) the results were ALOX12 inh -27.7%, GLS inhibitor 14.7% and PI4K2A inh 0.9.
For CC1ON=C(c2cccc3ccccc23)N(C)C1=O (centres undefined) the results were ALOX12 inh -14.9%, GLS inhibitor -12.1% and PI4K2A inh 3.4.
Screening CCCNC(=O)N(C)C[C@@H]1Oc2ncc(-c3ccncc3)cc2C(=O)N([C@H](C)CO)C[C@@H]1C returned ALOX12 inh inconclusive, GLS inhibitor -25.9% and PI4K2A inh -20.6.
N#CCSc1ccccc1NC(=O)COC(=O)C1CCN(C(=O)c2ccc(Cl)cc2)CC1 was read as ALOX12 inh -4.5%, GLS inhibitor -6.9% and PI4K2A inh 5.5.
`O=C(CNc1cccc(Br)c1)Nc1ccc(S(=O)(=O)N2CCCCC2)cc1` gave ALOX12 inh -0.2%, GLS inhibitor -5.2% and PI4K2A inh 5.4.
c1ccc(-c2nnc(SCc3ccncc3)o2)cc1 was read as ALOX12 inh 9.0%, GLS inhibitor 6.0% and PI4K2A inh -1.6.
For Cn1nc(C(C)(C)C)cc1N1C(=O)CCC1(C)C(=O)NC1CCCC1 (centres undefined) the results were ALOX12 inh -24.6%, GLS inhibitor -6.7% and PI4K2A inh 0.8.
Screening Cc1cc(=O)n(Nc2ccccc2)c(O)c1C#N returned ALOX12 inh inconclusive, GLS inhibitor inconclusive and PI4K2A inh -2.8.
For CCCS(=O)(=O)NC(=O)C1(C)CCN(C(=O)c2cccc3ccccc23)C1 (centres undefined) the results were ALOX12 inh -11.6%, GLS inhibitor 1.9% and PI4K2A inh 0.1.
COc1cc(NC(=O)CCN2CCN(c3ccccc3OC)CC2)cc(OC)c1 was read as ALOX12 inh -0.5%, GLS inhibitor 15.8% and PI4K2A inh -4.1.
CC(=O)NCCNC(=O)C1Cc2c(-c3ccccc3)ccnc2O1 (centres undefined) was read as ALOX12 inh -29.8%, GLS inhibitor 0.1% and PI4K2A inh 3.2.
For Cc1cccc(NC(=O)CSc2nncn2N)c1C the results were ALOX12 inh 9.0%, GLS inhibitor 0.5% and PI4K2A inh -0.1.
`COC(=O)Cn1nnnc1-c1nc2cc(C)c(C)cc2[nH]c1=O` gave ALOX12 inh inconclusive, GLS inhibitor 0.1% and PI4K2A inh 4.4.
`CC(C)C[C@H]1CN(CCCC[C@H]2CNC(=O)C(=O)N2CCC2CCCCC2)C(=O)C(=O)N1CCC1CCCCC1` gave ALOX12 inh 0.0%, GLS inhibitor 2.4% and PI4K2A inh 2.3.
Screening CCOC(=O)[C@]12CCCC=C1N(Cc1ccc(Cl)cc1Cl)C(=O)[C@H](CC(=O)N1CCN(C(=O)c3ccco3)CC1)C2 returned ALOX12 inh inconclusive, GLS inhibitor -16.1% and PI4K2A inh -1.6.
`Cc1ccc(C)c(C(O)c2ncc(-c3ccccc3F)[nH]2)c1` (centres undefined) gave ALOX12 inh 0.3%, GLS inhibitor 1.9% and PI4K2A inh -3.2.
COc1cc(NC(=O)N2CCc3nc(NCc4cccc(Oc5ccccc5)c4)ncc3C2)cc(OC)c1OC was read as ALOX12 inh 0.0%, GLS inhibitor 6.3% and PI4K2A inh -0.3.
For COc1ccc(CC(Cc2ccc(OC)c(OC)c2)NC=O)cc1OC the results were ALOX12 inh inconclusive, GLS inhibitor -3.1% and PI4K2A inh -6.4.
Screening COc1cccc(C(NC(C)=O)c2nc(-c3ccccc3C)cs2)c1 (centres undefined) returned ALOX12 inh inconclusive, GLS inhibitor -1.2% and PI4K2A inh 3.5.
`COc1ccc(NC(=O)C2(C)CCN2Cc2ccc(OC(C)C)cc2)cc1OC` (centres undefined) gave ALOX12 inh 9.2%, GLS inhibitor -4.4% and PI4K2A inh 4.9.
For CN(N=Nc1ccccc1C(=O)O)C1CCCCC1 the results were ALOX12 inh -12.5%, GLS inhibitor 1.0% and PI4K2A inh -1.5.
CS(=O)(=O)Nc1cccc(NC(=O)C2Cc3c(-c4cccc(C(N)=O)c4)ccnc3O2)c1 (centres undefined) was read as ALOX12 inh 0.1%, GLS inhibitor 3.3% and PI4K2A inh 4.3.
Screening Cc1ccc(S(=O)(=O)N2CCOCC2)cc1C(=O)NCCCN1CCCC1=O returned ALOX12 inh 1.3%, GLS inhibitor -4.1% and PI4K2A inh -3.6.
Screening CCCc1c(C(=O)N/N=C(\C)c2ccccn2)nnn1-c1nonc1N returned ALOX12 inh -15.5%, GLS inhibitor -1.0% and PI4K2A inh 1.9.
`Cc1cc(C)c(S(=O)(=O)c2ccc(F)cc2)c(C)c1` gave ALOX12 inh -9.6%, GLS inhibitor -7.6% and PI4K2A inh -1.3.
CCCCC[C@@H](C)N1C[C@H](COCc2ccccc2)Oc2cc(N3CCC[C@H]3COC)ccc2S1(=O)=O was read as ALOX12 inh -18.0%, GLS inhibitor -14.9% and PI4K2A inh -2.6.
`O=C(NCc1cccc(Cl)c1)c1ccc(-n2cncn2)c2ccoc12` gave ALOX12 inh -15.3%, GLS inhibitor 1.7% and PI4K2A inh 4.2.
For Cn1cc(-c2csc(C(O)(c3ccccc3)C(F)(F)F)n2)cn1 (centres undefined) the results were ALOX12 inh inconclusive, GLS inhibitor 5.8% and PI4K2A inh -0.3.

Among those listed so far, 2 have a cyano group.
N#CCSc1ccccc1NC(=O)COC(=O)C1CCN(C(=O)c2ccc(Cl)cc2)CC1 was read as ALOX12 inh -4.5%, GLS inhibitor -6.9% and PI4K2A inh 5.5.
Screening Cc1cc(=O)n(Nc2ccccc2)c(O)c1C#N returned ALOX12 inh inconclusive, GLS inhibitor inconclusive and PI4K2A inh -2.8.

Remaining list, next part:
`COc1cc(F)ccc1-c1csc(C(O)c2ccc(F)cc2)n1` (centres undefined) gave ALOX12 inh inconclusive, GLS inhibitor 0.3% and PI4K2A inh 4.0.
Screening CCOC(=O)N1CCN(C(=O)C[C@@H]2C[C@@]3(C(=O)OCC)CCC=C3N(CCC3=CCCCC3)C2=O)CC1 returned ALOX12 inh inconclusive, GLS inhibitor 3.0% and PI4K2A inh 2.2.
COc1ccc(NC(=O)c2sc(=O)n(Cc3ccc(S(=O)(=O)N(C)C)cc3)c2C)cc1 was read as ALOX12 inh -15.7%, GLS inhibitor 11.3% and PI4K2A inh 1.9.
For COc1ccc(-c2ccc(CN3C(CC(C)C)C(=O)N(Cc4cn(CCC5OCCCO5)nn4)CCS3(=O)=O)cc2)cc1OC (centres undefined) the results were ALOX12 inh inconclusive, GLS inhibitor -0.2% and PI4K2A inh -3.3.
For CCCCn1nnnc1C(c1ccccc1)N1CCN(CCN2CCOCC2)CC1 (centres undefined) the results were ALOX12 inh inconclusive, GLS inhibitor -1.2% and PI4K2A inh -8.9.
`CCCN(CC(=O)NC(=O)NCc1ccccc1)CC(=O)Nc1ccc(F)c(F)c1F` gave ALOX12 inh -6.7%, GLS inhibitor -5.7% and PI4K2A inh 1.5.
Screening Cc1ccc([C@@H]2C[C@H]3[C@@H](CN2S(=O)(=O)c2ccc(C)cc2)C(=O)C[C@@H](c2ccccc2)N3S(=O)(=O)c2ccc(C)cc2)cc1 returned ALOX12 inh inconclusive, GLS inhibitor 2.8% and PI4K2A inh -8.6.
`Cc1ccc(C)c(C(O)c2ncc(-c3ccccc3)[nH]2)c1` (centres undefined) gave ALOX12 inh 2.1%, GLS inhibitor 5.5% and PI4K2A inh 0.4.
For Brc1ccc2nc(-c3ccco3)c(Cc3ccccc3)n2c1 the results were ALOX12 inh 14.1µM*, GLS inhibitor -1.1% and PI4K2A inh -5.7.
For O=C(Nc1c(-c2ccc(Cl)cc2)[nH][nH]c1=O)c1ccccn1 the results were ALOX12 inh -51.1%, GLS inhibitor 15.8% and PI4K2A inh inconclusive.
Cc1ccc(-c2csc(C(O)c3cccc(Cl)c3)n2)cc1C (centres undefined) was read as ALOX12 inh inconclusive, GLS inhibitor -1.4% and PI4K2A inh -2.0.
`CCc1nc2ccc(C(=O)N3CCCC(C(N)=O)C3)cn2c1N(C)Cc1ccc(OC)cc1` (centres undefined) gave ALOX12 inh inconclusive, GLS inhibitor 37.8%[activator] and PI4K2A inh -0.8.
For CC(=O)Nc1cccc(-c2ccnc3c2CC(C(=O)Nc2cccc(N(C)C)c2)O3)c1 (centres undefined) the results were ALOX12 inh -18.8%, GLS inhibitor 32.5%[activator] and PI4K2A inh 6.2.
For COc1ncccc1-c1ccc2nncn2c1 the results were ALOX12 inh -1.6%, GLS inhibitor -2.7% and PI4K2A inh -11.8.
For CN(C)CCN(C)C1CN(CCc2ccccc2)S(=O)(=O)C1 (centres undefined) the results were ALOX12 inh inconclusive, GLS inhibitor -2.1% and PI4K2A inh -0.1.

An excerpt from above in order of count of non-hydrogen atoms, descending:
Screening CCOC(=O)N1CCN(C(=O)C[C@@H]2C[C@@]3(C(=O)OCC)CCC=C3N(CCC3=CCCCC3)C2=O)CC1 returned ALOX12 inh inconclusive, GLS inhibitor 3.0% and PI4K2A inh 2.2.
`CCCN(CC(=O)NC(=O)NCc1ccccc1)CC(=O)Nc1ccc(F)c(F)c1F` gave ALOX12 inh -6.7%, GLS inhibitor -5.7% and PI4K2A inh 1.5.
For CCCCn1nnnc1C(c1ccccc1)N1CCN(CCN2CCOCC2)CC1 (centres undefined) the results were ALOX12 inh inconclusive, GLS inhibitor -1.2% and PI4K2A inh -8.9.

Remaining list, next part:
CCOc1ccc(Cl)cc1-c1cc(C(=O)Nc2ccc(OC)nc2)[nH]n1 was read as ALOX12 inh -6.2%, GLS inhibitor -5.9% and PI4K2A inh 2.3.
For C[C@@H]1CN([C@@H](C)CO)C(=O)CCCn2nncc2CO[C@@H]1CN(C)C(=O)Nc1cccc(C(F)(F)F)c1 the results were ALOX12 inh 0.0%, GLS inhibitor -0.6% and PI4K2A inh -4.6.
For C[C@H]1CN([C@@H](C)CO)C(=O)c2cc(C3=CCCC3)cnc2O[C@@H]1CN(C)C(=O)c1ccncc1 the results were ALOX12 inh inconclusive, GLS inhibitor -1.8% and PI4K2A inh -8.4.
Screening N#Cc1ccccc1OCC(=O)NC1CCCCCC1 returned ALOX12 inh -3.3%, GLS inhibitor -11.8% and PI4K2A inh -15.8.
`Cc1ccc(S(=O)(=O)NC(=O)C2(C)CCN2C(=O)c2ccc(C(F)(F)F)nc2C)cc1` (centres undefined) gave ALOX12 inh inconclusive, GLS inhibitor -11.6% and PI4K2A inh -4.8.
N#Cc1nccc2ccc(OCc3ccc(Br)cc3)cc12 was read as ALOX12 inh -24.8%, GLS inhibitor -3.1% and PI4K2A inh 0.1.
For CC(=O)N1CCN(c2ccc(NC(=O)c3cccc(F)c3)cc2)CC1 the results were ALOX12 inh -0.9%, GLS inhibitor 19.1% and PI4K2A inh 2.5.
Screening CNc1cncc(-c2cc(OC)ccc2OC)n1 returned ALOX12 inh -4.7%, GLS inhibitor -1.1% and PI4K2A inh 3.5.
`CC(C)=C(C)c1cc2nc(NCCCN(C)C)n(C)c(=O)c2s1` gave ALOX12 inh inconclusive, GLS inhibitor -0.5% and PI4K2A inh 0.4.
O=C(Nc1ccc(F)c(Cl)c1)c1cc(C2CCCN(S(=O)(=O)c3cccc4cccnc34)C2)on1 (centres undefined) was read as ALOX12 inh 0.4%, GLS inhibitor 2.1% and PI4K2A inh -1.4.
Screening C[C@@H](CO)NC(=O)c1[nH]cnc1C(=O)Nc1cccc(Cl)c1 returned ALOX12 inh -1.2%, GLS inhibitor -1.4% and PI4K2A inh -2.4.

Four entries picked at random from the list so far:
`Cc1ccc(S(=O)(=O)NC(=O)C2(C)CCN2C(=O)c2ccc(C(F)(F)F)nc2C)cc1` (centres undefined) gave ALOX12 inh inconclusive, GLS inhibitor -11.6% and PI4K2A inh -4.8.
N#Cc1nccc2ccc(OCc3ccc(Br)cc3)cc12 was read as ALOX12 inh -24.8%, GLS inhibitor -3.1% and PI4K2A inh 0.1.
For C[C@H]1CN([C@@H](C)CO)C(=O)c2cc(C3=CCCC3)cnc2O[C@@H]1CN(C)C(=O)c1ccncc1 the results were ALOX12 inh inconclusive, GLS inhibitor -1.8% and PI4K2A inh -8.4.
Screening N#Cc1ccccc1OCC(=O)NC1CCCCCC1 returned ALOX12 inh -3.3%, GLS inhibitor -11.8% and PI4K2A inh -15.8.

These rows are one share of the data (hit frequency here may not be typical).
